From PubChem BioAssay
FH mod: Identification of activators of human fumarate hydratase by quantitative high-throughput screening. FH coupled MDH/diaphorase resazurin fluorescence, 15 min. hit rate 0.22% among 54,000. Potency, µM (titrated, usually from 79.9 µM), for the others: top-dose activity change, negative = inhibition, actives largely listed as inhibitors. AID 1347055, 2019; further: potency means the concentration at half of the fitted maximal effect; on the % scale 0 is the no-effect control and ±100 the full control effect; the screen sought activators but most active calls are inhibition curves; nearly all actives have a fitted effect of over 45% in size
NTMT1 inhibitor: NTMT1 methyltransferase inhibition; Q9BV86; AID 1645870; Potency, µM (series often up to 114 µM), without a hit: top-dose activity change, negative = inhibition, most hits filed as inhibitors; NTMT1 MTase-Glo SAH luminescence, purified enzyme; hit rate 2.5% among 59,000;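 further: potency means the concentration at half of the fitted maximal effect; plate controls were DMSO vehicle for no effect and no enzyme for full effect; nearly all actives have a fitted effect of over 65% in size; many of its hits are not listed in these tables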
Target sequence (Q9BV86 whole entry, looked up): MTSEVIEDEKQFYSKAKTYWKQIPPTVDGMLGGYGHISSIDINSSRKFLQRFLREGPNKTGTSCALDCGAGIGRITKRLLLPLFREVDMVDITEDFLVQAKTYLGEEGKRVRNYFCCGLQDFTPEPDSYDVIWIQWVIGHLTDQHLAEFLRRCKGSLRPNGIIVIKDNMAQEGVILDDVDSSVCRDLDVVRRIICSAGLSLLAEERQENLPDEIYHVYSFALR
GALK inh: GALK (human) enzyme inhibition; P51570; recombinant GALK, Kinase-Glo ATP luminescence, 1 h; Potency, µM (doses to about 57.5 µM), inactives show at the highest dose activity, negative = inhibition, hits mostly inhibitors; 44,000 tested, under 10 active; AID 1347072;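 further: plate controls were full GALK reaction for no effect and reaction lacking GALK for full effect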
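Reactions with and without enzyme served as controls. GALK at 5 nM phosphorylates 100 uM galactose using 35 uM ATP (HEPES pH 8.0, Mg2+) for 1 h at RT, with luminescence read 10 min after adding Kinase-Glo Plus.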
B2AR arrestin ag: beta-arrestin recruitment by human beta2-adrenergic receptor ligands; Potency, µM (series often up to 46.1 µM), without a hit: top-dose activation, actives largely listed as activators; AID 1347077; HTLA Tango cells, beta-arrestin recruitment, luciferase luminescence, 18 h; 44,000 tested, under 10 active;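 further: potency means the concentration at half of the fitted maximal effect; 0% = DMSO and full agonism = EC100 isoproterenol or metaproterenol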
Target sequence (P07550 whole entry, looked up): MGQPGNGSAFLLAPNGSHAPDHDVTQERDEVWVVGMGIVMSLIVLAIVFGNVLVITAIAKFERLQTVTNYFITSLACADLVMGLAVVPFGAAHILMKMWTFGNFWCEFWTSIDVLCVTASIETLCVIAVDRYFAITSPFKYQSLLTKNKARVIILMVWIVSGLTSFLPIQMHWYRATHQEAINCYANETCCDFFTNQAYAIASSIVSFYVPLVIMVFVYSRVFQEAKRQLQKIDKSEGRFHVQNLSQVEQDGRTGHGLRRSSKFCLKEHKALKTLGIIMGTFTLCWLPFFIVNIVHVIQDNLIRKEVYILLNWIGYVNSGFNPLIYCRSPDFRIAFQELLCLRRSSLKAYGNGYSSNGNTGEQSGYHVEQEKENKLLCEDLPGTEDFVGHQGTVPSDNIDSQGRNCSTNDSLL
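Ligand-induced beta-arrestin recruitment to recombinant beta2-AR is measured via a tTA-driven luciferase reporter in Tango cells after 18 hr compound exposure at 37 degrees C. Concentrations span up to 46 microM.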
p53null 39C tox: kills p53 null cells at the nonpermissive temperature; H1299 p53-null (neo) cells, 39C, ATPlite viability, 24 h; Potency, µM (top dose mostly 46.1 µM), for inactives: at the top dose activity, negative = cell killing, actives largely listed as cytotoxic; hit rate 0.97% among 55,000;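 further: potency means the concentration at half of the fitted maximal effect; 0% = DMSO only and -100% = full killing by 100 µM tamoxifen; nearly all actives have a fitted effect of over 50% in size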
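Temperature-shift cytotoxicity format: compound titrations on p53-null or A138V-expressing H1299 cells held 24 hr at 39C, cell ATP then measured, AC50 from Hill model.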
TSG101-PTAP inh: blocks PTAP binding to human TSG101, validation; AID 1347069; Fluorescence polarization, FITC-PTAP peptide/Tsg101, 20 min; Q99816; 44,000 tested, under 10 active; Potency, µM (top dose mostly 115 µM), for the others: at the top dose activity change, negative = inhibition, actives largely listed as inhibitors; further: potency means the concentration at half of the fitted maximal effect; 0% is about no effect
Target sequence (Q99816 whole entry, looked up): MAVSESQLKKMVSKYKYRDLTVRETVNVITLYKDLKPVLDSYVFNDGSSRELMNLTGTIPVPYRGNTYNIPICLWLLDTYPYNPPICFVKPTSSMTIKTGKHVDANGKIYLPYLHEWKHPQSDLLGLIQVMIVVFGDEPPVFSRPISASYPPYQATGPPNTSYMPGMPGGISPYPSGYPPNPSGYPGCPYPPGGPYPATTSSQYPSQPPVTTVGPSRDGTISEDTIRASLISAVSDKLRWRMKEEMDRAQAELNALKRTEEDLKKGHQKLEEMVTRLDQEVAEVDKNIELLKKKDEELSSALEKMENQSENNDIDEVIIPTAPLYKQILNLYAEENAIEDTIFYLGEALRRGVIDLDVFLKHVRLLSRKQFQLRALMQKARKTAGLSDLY
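Compounds pinned into 10 uM Tsg101 binding domain, then 50 nM FITC-PTAP peptide added in pH 7.5 HEPES buffer; FP read after 20 min, room temperature. Total S+P intensity flags fluorescent compounds; active cut-off <25 µM, efficacy <60%.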
p53null 32C kill: kills p53 null cells at the permissive temperature; H1299-neo p53 null cells, ATP luminescence, 24 h, 32C; Potency, µM (titrated, usually from 46.1 µM), for inactives: at the top dose activity change, negative = cytotoxicity, hits mostly cytotoxic; hit rate 0.62% among 55,000; AID 903;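 further: potency means the concentration at half of the fitted maximal effect; 0% = DMSO only and -100% = full killing by 100 µM tamoxifen; nearly all actives have a fitted effect of over 55% in size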
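H1299-neo (p53 null) cells, 600/well, treated 24 h at 32C with compound up to 46 uM; ATPlite luminescence viability, normalized to DMSO and 100 uM tamoxifen; AC50 by Hill fit.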
Starred values were filed as active, the others as inactive; ? = inconclusive; / = no result given; [ ] = remark or other dose. The call rests on the fitted dose curve; in most records, active means well fitted curve in the direction sought with a large enough effect; inconclusive means small, poorly fitted or top-dose-only effect, or another doubt; inactive means no such curve, though single readings can be large; an effect the other way counts as inactive or inconclusive.

Value order – p53null 32C kill, GALK inh, p53null 39C tox, FH mod, TSG101-PTAP inh, B2AR arrestin ag, NTMT1 inhibitor
- Cc1ccc2c(Sc3ccc(Cl)cc3)c(C(=O)N3CCC(C)CC3)[nH]c2c1
→ -7.3%, -9.4%, -10.6%, ?, 0.7%, -1.7%, 13.9%
- O=C(Nc1nnc(S(=O)(=O)N2CCCc3ccccc32)s1)c1cccc(Cl)c1
→ -0.8%, 2.9%, -7.1%, -17.7%, -3.5%, 0.1%, 15.6%
- COc1ccc(CNC(=O)C(=O)Nc2cc(Cl)ccc2OC)cc1
→ -2.3%, 0.4%, -12.6%, -36.7%, 0.0%, 0.4%, 11.0%
- COc1ccc(NC(=O)C(=O)NCC(c2ccc3c(c2)OCO3)N2CCN(C)CC2)cc1 (centres undefined)
→ -1.7%, 4.8%, 1.7%, -2.8%, 0.1%, 1.9%, -1.3%
- CCCOc1ccc(-c2nc(SCC(=O)c3ccc(Cl)cc3)n[nH]2)cc1
→ 9.2%, 5.2%, -12.4%, -10.3%, -1.0%, -1.3%, -5.9%
- O=C(NCCCc1nc2ccccc2n1Cc1ccc(Cl)cc1)c1ccco1
→ -10.8%, 4.4%, -0.5%, -7.0%, -5.8%, -0.1%, -1.5%
- COc1cccc(NC(=O)C2CCN(S(=O)(=O)c3c(C)noc3C)CC2)c1
→ 6.9%, 2.9%, 7.3%, -5.1%, -4.1%, 0.7%, -3.3%
- COc1ccccc1CNC(=O)c1nn(-c2ccc(C)cc2)c(=O)c2c1c1ccccc1n2C
→ 6.8%, 9.1%, 12.5%, -27.7%, -1.4%, 0.7%, 19.6%
- COc1cccc(CNC(=O)c2c(C)nn(-c3cccc(C)c3)c2-n2cccc2)c1
→ -11.6%, 0.1%, 11.7%, -11.0%, -0.7%, 0.1%, -1.9%
- O=C(NC1CC(=O)N(c2ccccc2)C1)c1ccc(S(=O)(=O)N2CCOCC2)cc1 (centres undefined)
→ -0.6%, -0.9%, 15.9%, 0.8%, 0.7%, -2.6%, 9.1%
- Cc1ccc(NC(=O)CCCn2c(=O)c3cccn3c3ccccc32)c(Cl)c1
→ 6.5%, 3.9%, ?, -14.1%, -0.3%, -0.7%, 3.8%
- CCOC(=O)c1sc2ccccc2c1S(=O)(=O)Nc1ccc(CC)cc1
→ 31.7%[activator], -1.4%, 13.5%, ?, -0.3%, 8.5%, -4.2%
- O=C(NCCc1ccccc1)c1ccc2c(c1)N(Cc1ccccc1F)C(=O)c1ccccc1S2=O (centres undefined)
→ -0.2%, -0.3%, 2.5%, -14.6%, -0.9%, 0.6%, 1.5%
- Cc1cc(C)cc(NC(=O)CSc2nnc(CNC(=O)c3c(F)cccc3Cl)o2)c1
→ -3.0%, 4.2%, 13.9%, -28.0%, 1.7%, 0.9%, -3.0%
- CCCCn1cc(S(=O)(=O)c2ccc(C)c(C)c2)c(=O)c2cc(F)c(N3CCN(C)CC3)cc21
→ 1.5%, 2.4%, -6.8%, -1.3%, 0.4%, 0.1%, -9.5%
- O=C(COc1ccc(Cl)cc1)NCCc1csc(-c2ccc(F)cc2)n1
→ -3.6%, 2.5%, ?, 2.8%, 2.8%, -0.4%, 21.2%
- CC(=O)N1CCCc2ccc(NS(=O)(=O)c3ccc(C)c(C)c3)cc21
→ -8.1%, -0.7%, -4.6%, 4.7%, -6.7%, 8.8%, -5.8%
- CCOC(=O)c1ccc(NC(=O)c2nc(SCc3ccccc3F)ncc2Cl)cc1
→ -7.0%, 0.9%, -7.3%, -18.9%, 2.9%, -1.0%, -3.0%
- COc1ccc(OCC(=O)NCC(c2ccc(Cl)cc2)N2CCCCC2)cc1 (centres undefined)
→ -6.3%, 4.9%, ?, -8.3%, -6.2%, -4.2%, ?
- Cc1cc(NC(=O)CC(C)C)cc(-c2nc3ncccc3o2)c1O
→ /, 2.5%, /, -0.2%, -8.5%, 0.6%, 12.2%
- CC1=C(c2ccc(C(C)C)cc2)S(=O)(=O)N=C1N1CCN(c2ccccc2F)CC1
→ -21.2%, -9.4%, ?, 9.6%, -0.2%, -2.9%, ?
- COc1ccc(C(=O)Nc2nnc(S(=O)(=O)N3CCCCCC3)s2)cc1OC
→ -1.3%, -2.2%, 11.9%, -8.1%, 2.4%, -0.1%, 11.8%
- Cc1cccc(CNS(=O)(=O)c2ccc(-c3coc(C)n3)cc2)c1
→ 6.3%, 1.7%, 25.2%, 1.4%, -3.8%, 0.6%, -12.1%
- CCc1ccc2nc(N(CCN(CC)CC)C(=O)c3ccco3)sc2c1
→ -6.2%, -2.8%, -13.2%, -8.5%, -9.4%, -0.7%, ?
- Cc1cc(C)c(NC(=O)Cn2c(=O)n(-c3ccc(F)cc3)c(=O)c3c(C)c(C(=O)N(C)C)sc32)c(C)c1
→ -4.8%, -1.8%, -1.7%, -3.3%, 1.1%, -2.4%, 1.9%
- Fc1ccc2c(c1)-c1nc(-c3ccccc3)cc(-c3ccccc3)c1CO2
→ /, 0.1%, /, -6.1%, -1.9%, 0.0%, -0.4%
- CCc1ccc(-n2c(=O)c3c4c(sc3n(CC(=O)N3CCC(C)CC3)c2=O)CCC4)cc1
→ 1.7%, -15.6%, -9.9%, -7.7%, -6.6%, -0.9%, 10.7%
- COc1ccccc1CNC(=O)CN1C(=O)CCc2cc(S(=O)(=O)N3CCCCC3)ccc21
→ -7.6%, 0.1%, -19.5%, -2.7%, -8.4%, 1.1%, -8.9%
- CC(C)Oc1ccc(CNC(=O)C2CCCCN2S(=O)(=O)c2ccc(F)cc2)cc1 (centres undefined)
→ -4.8%, -0.6%, 8.3%, /, -3.0%, -1.3%, /
- Cc1ccccc1-c1noc(-c2ccc(N3CCCCC3)c([N+](=O)[O-])c2)n1
→ -7.3%, 0.9%, 17.9%, -6.6%, -0.5%, -2.9%, -3.0%
- Cc1ccc(NC(=O)Nc2nnc(N(C)Cc3ccccc3)s2)c(C)c1
→ -3.1%, -1.6%, 13.7%, -11.8%, -0.2%, -3.2%, 5.2%
- COc1ccc(OC)c(CCNc2ncnc3onc(C)c23)c1
→ -8.1%, 1.8%, -6.5%, 17.3%, 3.2%, 0.1%, -11.6%
- Cc1ccc(CSc2nncn3c2cc2sccc23)cc1
→ -1.8%, -7.9%, -21.2%, 2.7%, 2.7%, 1.0%, -3.9%
- Cc1cccc(-c2nnc(C3CCN(S(=O)(=O)c4cccc(Cl)c4)CC3)o2)c1
→ 14.6%, -12.9%, 2.2%, -13.5%, 0.9%, 0.0%, ?
- O=c1c2ccccc2n(Cc2cccc(F)c2)c(=O)n1Cc1ccccc1Cl
→ 4.4%, -1.8%, -4.4%, -3.5%, -3.3%, 0.9%, -1.2%
- CCOc1ccccc1C(=O)Oc1c(S(=O)(=O)c2ccc(C)cc2)c(C)nn1-c1ccccc1
→ 18.7%, 2.1%, -4.3%, -16.0%, -6.6%, -0.8%, 7.7%
- COc1ccc(Cn2c(CNS(=O)(=O)c3ccc4c(c3)CCCC4)nc3cccnc32)cc1
→ 12.1%, 1.5%, 13.4%, ?, 5.5%, -0.6%, -3.0%
- O=C(CC1C(=O)N(c2ccc(F)cc2)C(=O)N1Cc1cccnc1)Nc1ccc(F)cc1 (centres undefined)
→ 4.2%, 0.4%, 28.2%, /, 2.8%, 0.2%, /
- Oc1ccc(NCc2ccccc2OCc2ccccc2Cl)cc1
→ 4.3%, 1.0%, -17.5%, ?, -0.3%, -0.4%, 44.7µM*
- COc1ccc(NC(=O)Cn2c(SCc3c(F)cccc3Cl)nc3ccncc32)cc1OC
→ -7.2%, 6.6%, -4.1%, -17.1%, 0.1%, 0.6%, 11.8%
- CCOc1ccccc1NC(=O)C1=C(C)Nc2ncnn2C1c1ccc(NC(C)=O)cc1 (centres undefined)
→ 6.9%, -0.7%, -12.3%, 7.4%, 1.0%, -0.3%, 6.1%
- COc1ccc(NC(=O)c2c(-c3ccc(C)cc3)nnc3ccccc23)c(OC)c1
→ -10.2%, 1.0%, -12.9%, 2.6%, -2.5%, -0.5%, -7.8%
- Cc1ccc2[nH]c(=O)c3cc(C(=O)NCCc4ccc(Cl)cc4)sc3c2c1
→ -3.6%, 6.4%, -3.4%, -23.7%, 1.4%, -0.2%, 8.4%
- COc1ccc(SCc2cc(=O)c3cc(Cl)ccc3[nH]2)cc1
→ -21.3%, -0.6%, ?, -10.8%, -0.9%, -1.0%, 4.4%
- COc1ccc(OC)c(CNC(=O)Cc2ccc(NC(=O)N3CCSc4ncccc43)cc2)c1
→ -8.3%, 0.7%, 26.8%, 2.3%, 0.4%, -0.3%, 25.2%
- COc1cccc(NC(=O)CN(CCc2ccccc2)S(=O)(=O)c2ccc(Cl)cc2)c1
→ -0.9%, -1.8%, -3.5%, -2.8%, -0.4%, 0.6%, 2.51µM*
- Cc1cccc(Cc2cnc(NC(=O)c3ccc4c(c3)CC(c3ccccc3)OC4=O)s2)c1 (centres undefined)
→ -4.4%, 0.5%, -6.1%, 2.6%, -0.7%, 0.4%, 18.8%
- COc1ccc(Cl)cc1-n1nnc(-c2nc(-c3ccccc3)no2)c1C
→ -2.0%, 0.0%, 0.7%, 12.4%, -2.3%, -0.6%, 8.2%
- COc1cccc(-n2ccn(CC(=O)NCc3ccc(C)cc3)c(=O)c2=O)c1
→ 0.4%, 2.9%, -21.6%, 3.8%, 1.6%, -0.1%, 6.1%
- Cc1cccc(OCC(=O)Nc2c(C(=O)N3CCN(c4ccccc4)CC3)oc3ccccc23)c1
→ -8.5%, -9.3%, -0.6%, -16.0%, -3.3%, -0.7%, 7.0%

(more compounds)
Value order – p53null 32C kill, GALK inh, p53null 39C tox, FH mod, TSG101-PTAP inh, B2AR arrestin ag, NTMT1 inhibitor
- O=C(Nc1ccccc1C(F)(F)F)N1CC=C(c2c[nH]c3ccccc23)CC1
→ 16.6%, 3.3%, 24.1%, -12.0%, 56.0%[activator], -0.2%, -28.4%
- CCOc1ccc(N(CC(=O)NCc2ccc(C)cc2)S(=O)(=O)c2c(C)[nH]c(=O)[nH]c2=O)cc1
→ -8.6%, 9.8%, 16.4%, -0.1%, -9.6%, -1.1%, ?
- CCOc1ccc2nc(C)cc(Nc3ccccc3OCC)c2c1
→ -3.6%, 1.9%, ?, -6.9%, -0.6%, -1.7%, -7.4%
- Cc1c(NC(=O)C(F)(F)F)ccc2nc3c(=O)n(C)c(=O)n(C)c3nc12
→ 12.0%, 1.7%, -31.4%, -0.7%, -5.7%, 0.5%, 7.4%
- CN(C)CCNC(=O)C1CCN(Cc2cc3ccccc3n2Cc2ccccc2)CC1
→ 1.4%, -0.8%, -1.9%, -3.5%, -5.8%, -2.7%, ?
- Cc1nc2c(C(=O)NCCc3ccc(Cl)cc3)c[nH]n2c(=O)c1Cc1ccc(Cl)cc1
→ ?, -4.6%, 20µM*, ?, -0.5%, -1.2%, -4.6%

Copied from the list.
FH mod, CN(C)CCNC(=O)C1CCN(Cc2cc3ccccc3n2Cc2ccccc2)CC1 is entered as -3.5%
NTMT1 inhibitor, Cc1nc2c(C(=O)NCCc3ccc(Cl)cc3)c[nH]n2c(=O)c1Cc1ccc(Cl)cc1 is entered as -4.6%

Some of the compounds tested; count on the stated rates, not on these rows.
